From PubChem
PPC-1+TRAIL kill: PPC-1 cancer cell killing with TRAIL present; cell killing (% activity), % at 4 µM; 220,000 tested, 0.41% active; PPC-1 cells + TRAIL, ATPLite viability luminescence;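 active means cell killing above 50% in the first pass at 4 µM, then a duplicate retest at 5 µM averaging 50% or more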;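 further: plate controls were cells with TRAIL plus DMSO for no effect and medium-only wells lacking cells for full effect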
FXIa inh: factor XIa (human) inhibition | P03951 | purified FXIa, Boc-Glu-Ala-Arg-AMC fluorogenic substrate | inhibition, % at 5 µM | 220,000 tested, 0.14% active | AID 798;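 active means inhibition of at least 40%; inactive means inhibition below 40%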;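 further: fluorescence of freed AMC excited at 355 nm; 0% = enzyme without compound and 100% = no enzyme blank; many of its hits are not listed in these tables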
FXIIa inh: factor XIIa (human) inhibition | purified FXIIa, Boc-QGR-AMC fluorogenic substrate, 2 h | inhibition, % at 5 µM | 220,000 tested, 0.3% active | AID 800; in the data active means inhibition above about 40%;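 further: 0% = enzyme with no compound and 100% = blank without enzyme; many of its hits are not listed in these tables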
Target sequence (P00748 20-372 limits assumed): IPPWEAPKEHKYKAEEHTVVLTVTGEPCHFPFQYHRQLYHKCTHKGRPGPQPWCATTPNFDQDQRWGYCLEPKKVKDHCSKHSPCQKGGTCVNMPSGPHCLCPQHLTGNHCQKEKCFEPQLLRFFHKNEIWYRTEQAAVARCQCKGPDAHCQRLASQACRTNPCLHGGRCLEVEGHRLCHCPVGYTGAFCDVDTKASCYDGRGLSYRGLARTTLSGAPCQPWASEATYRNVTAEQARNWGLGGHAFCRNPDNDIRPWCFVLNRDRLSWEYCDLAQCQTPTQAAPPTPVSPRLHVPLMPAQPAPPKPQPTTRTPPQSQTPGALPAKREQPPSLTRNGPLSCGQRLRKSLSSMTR
Target sequence (P00748 373-615 limits assumed): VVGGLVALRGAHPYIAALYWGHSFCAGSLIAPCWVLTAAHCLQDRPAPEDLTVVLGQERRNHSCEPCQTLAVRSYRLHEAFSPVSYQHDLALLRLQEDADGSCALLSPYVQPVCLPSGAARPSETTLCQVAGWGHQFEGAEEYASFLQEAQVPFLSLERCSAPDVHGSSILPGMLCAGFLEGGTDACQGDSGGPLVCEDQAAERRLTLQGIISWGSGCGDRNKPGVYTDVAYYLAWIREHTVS
TNF necrop inh: inhibitors of TNF-alpha induced necroptosis in Jurkat FADD-/- cells; 220,000 tested, 0.068% active; Jurkat FADD-/- TNF necroptosis rescue, ATP luminescence, 24 h; 0 = TNF only, 100 = no-TNF cells; AID 463075; activation (protection from cell death), % at 10 µM;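 active means activation, meaning protection from cell death, of at least 50% relative to plate controls; inactive means activation below 50%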;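 further: necroptosis triggered by 40 ng/mL TNF-alpha added together with compound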
Wee1 degr inh: human Wee1 degradation inhibition, primary screen | P30291 | 220,000 tested, 1.2% active | HeLa Luc-Wee1K328M stability, luciferase luminescence; 100% = proteasome inhibitor MG132 effect | reporter increase, % at 5 µM;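 active means activation above the mean of all tested compounds plus 3 SD, set per screening run, cut at about 8.8% in these data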;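 further: cells exposed to compound for 20 h before luminescence read; 0% = DMSO alone and 100% = MG132 at 30 µM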
zVAD death inh: blocks zVAD induced death of L929 cells | viability rescue, % at 10 µM | AID 1377 | 220,000 tested, 0.38% active | L929 zVAD necroptosis rescue, ATP luminescence, 24 h; with zVAD 60 µM;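 active means activation, scaled between plate controls, above about 75%, limit read from the data; inactive means activation under that limit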;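 further: 0% = zVAD with DMSO and 100% = DMSO alone without zVAD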
EP2 antag: EP2 receptor (human) inhibition; P43116; C6 glioma cells expressing human EP2, cAMP TR-FRET; cells stimulated with saturating PGE2; inhibition, % at 25 µM; 260,000 tested, 0.52% active;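 active means percent inhibition above 40 after rounding to a whole number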;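 further: rat C6 glioma host cells with rolipram phosphodiesterase inhibitor present; the protocol text gives 20 µM as final concentration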
Target sequence (P43116 whole entry, looked up): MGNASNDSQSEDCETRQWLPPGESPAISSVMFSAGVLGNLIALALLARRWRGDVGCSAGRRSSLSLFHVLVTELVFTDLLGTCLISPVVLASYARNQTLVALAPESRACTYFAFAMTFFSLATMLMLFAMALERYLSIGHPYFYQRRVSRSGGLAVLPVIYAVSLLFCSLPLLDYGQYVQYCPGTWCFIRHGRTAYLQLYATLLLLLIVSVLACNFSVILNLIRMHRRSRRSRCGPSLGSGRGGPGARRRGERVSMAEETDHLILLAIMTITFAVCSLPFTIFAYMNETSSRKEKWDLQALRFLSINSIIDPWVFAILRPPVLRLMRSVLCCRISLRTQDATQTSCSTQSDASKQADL
Tb hexokinase: T. brucei hexokinase 1 inhibition; recombinant TbHK1, G6PDH-coupled NADH A340; inhibition, % at 10 µM; 220,000 tested, 0.11% active; AID 1430;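 active means inhibition of 50% or more in the single-dose primary screen; inactive means inhibition below 50%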
CHOP inhibitor: CHOP inhibition in unfolded protein response; inhibition, % at 10 µM; 220,000 tested, 3.8% active; CHO-K1 CHOP-promoter luciferase, tunicamycin-induced, 15-18 h;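 active means compounds that reduced the stress-induced luciferase reporter signal by more than about 70% of percent inhibition, limit read from the data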;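 further: 0% = tunicamycin plus vehicle and 100% = wells without tunicamycin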
Numbers without * were called inactive; · = no result given; & = joins results of further samples.

SMILES	PPC-1+TRAIL kill	FXIa inh	FXIIa inh	TNF necrop inh	Wee1 degr inh	zVAD death inh	EP2 antag	Tb hexokinase	CHOP inhibitor
CCOC(=O)C1=C(NC(=S)NC(=O)c2ccccc2)c2ccccc2CC1(C)CC (stereo not given)	10	-12	-2	0.6	-4	0.4	11	9	48
O=C(CSc1ccccc1)Nc1nc2ccccc2[nH]1	1	-8	4	-3.9	0	5.2	9	4	-12
O=C1COc2ccc(C(=O)COC(=O)COc3ccccc3[N+](=O)[O-])cc2N1	13	-4	3	0.8	1	-0.8	5	-6	-6
COc1ccc2c(c1OC)C(=O)OC2c1c(O)nc(SC)n(-c2ccccc2)c1=O (stereo not given)	-13	-5	10	-2.2	0	-0.7	-1	-5	8
CC(=O)c1ccc(-n2c(SCC(=O)c3c[nH]c4ccccc34)nc3ccccc3c2=O)cc1	4	6	4	2.4	1	-0.7	6	-6	15
CCCCCSc1nc2c(c(=O)[nH]c(=O)n2C)n1C(C)C	9	5	3	-5.8	0	0.5	7	-1	89*
CC(C)CCNC(=O)CN(C(=O)CCC(=O)Nc1ccccn1)c1ccc2c(c1)OCCO2	-3	6	18	-3.4	0	-0.8	6	-5	-19
Cc1cc(O)c(C(C)C)cc1N=C1CSC(=O)N1	18	3	3	0.7	-1	3.5	21	0	2
CCN(CC)S(=O)(=O)c1ccc(N2CCCC2)c(NC(=O)c2ccccc2OC)c1	5	1	6	0.6	-1	-0.5	-1	-9	22
COc1ccc(C2C(C(=O)N3CCCC3)CC(=O)N2c2ccc(OC)cc2)cc1 (stereo not given)	6	-7	11	1.3	-1	-0.4	4	-9	-12
Cc1cnc(C(=O)Nc2cccc3ncccc23)cn1	9	·	·	-0.5	-1	0.7	26	1	·
COc1cc(NC(=O)c2c(Cl)cnn2C)c(OC)cc1Cl	10	-2	9	0.2	-1	4.7	14	-16	61
Cc1cc(O)cc(O)c1C=NCc1ccco1	-36	17	10	-0.1	4	-0.1	3	-31	-1
CC(C)Oc1cccc(C(=O)NC(=S)Nc2cccnc2)c1	-17	3	11	-2.9	2	-0.4	10	-1	1
COCCCN1C(=O)c2[nH]nc(-c3ccccc3O)c2C1c1cccc(Cl)c1 (stereo not given)	7	2	8	-8.2	2	0.2	7	-1	·
O=c1c2ccccc2nc2c3ccccc3c3nncn3n12	-30	4	15	-8.2	-1	0.3	7	-5	42
COc1ccc(Br)cc1C1NC(=O)NC(C)=C1C(=O)N(C)C (stereo not given)	-9	3	13	-0.9	2	-1.7	6	-2	22
O=C(O)/C(=C\c1ccc(Cl)cc1)c1ccc(F)cc1	6	5	14	0.1	2	0.0	5	10	3
O=C(Cc1c(C(=O)O)[nH]c2ccccc12)NC1CCCC1	8	0	0	2.9	-2	1.0	6	-3	6
CCOC(=O)N1CCN(Cc2nc(C3CC3)no2)CC1	17	2	9	-0.3	-1	0.0	1	9	-4
COc1cccc(C(=O)CSc2nc3ccccc3n2CC(=O)N2CCOCC2)c1	10	5	11	1.1	-2	0.9	8	-2	2
CC(O)c1cccc(NC(=O)Cc2cccc3ccccc23)c1 (stereo not given)	8	1	7	0.9	1	0.7	6	3	11
CCN(CC)c1ccc(C2C3CCCCC3(O)CCN2C(=O)c2cccs2)cc1 (stereo not given)	8	-3	-1	6.7	0	0.7	4	-4	16
COC(=O)C1=C(C)N(c2ccccc2)/C(=C/c2cccs2)C1=O	23	6	13	-1.4	-2	-1.1	5	-21	-34
COc1cc2ccccc2cc1C(=O)OCC(=O)NC1CCS(=O)(=O)C1 (stereo not given)	21	-11	0	1.2	1	1.1	4	-3	11

Part of the list above in order of count of non-hydrogen atoms, highest first.
SMILES	PPC-1+TRAIL kill	FXIa inh	FXIIa inh	TNF necrop inh	Wee1 degr inh	zVAD death inh	EP2 antag	Tb hexokinase	CHOP inhibitor
CCN(CC)S(=O)(=O)c1ccc(N2CCCC2)c(NC(=O)c2ccccc2OC)c1	5	1	6	0.6	-1	-0.5	-1	-9	22
CCN(CC)c1ccc(C2C3CCCCC3(O)CCN2C(=O)c2cccs2)cc1 (stereo not given)	8	-3	-1	6.7	0	0.7	4	-4	16
Cc1cnc(C(=O)Nc2cccc3ncccc23)cn1	9	·	·	-0.5	-1	0.7	26	1	·

Entries listed above printed as active in CHOP inhibitor:
structure	FXIa inh	FXIIa inh	Wee1 degr inh	Tb hexokinase	CHOP inhibitor
CCCCCSc1nc2c(c(=O)[nH]c(=O)n2C)n1C(C)C	5	3	0	-1	89*

New compounds follow:
SMILES	PPC-1+TRAIL kill	FXIa inh	FXIIa inh	TNF necrop inh	Wee1 degr inh	zVAD death inh	EP2 antag	Tb hexokinase	CHOP inhibitor
O=C(CCS(=O)(=O)Cc1ccc(Cl)cc1)NCCCN1CCN(c2ccccc2F)CC1	-2	1	-4	-2.3	-4	-0.5	12	0	2
O=C(CCSc1ccccc1)OCn1nnc2ccccc2c1=O	11	7	11	-1.1	-2	1.3	3	-1	5
CN(C)C(=O)c1c(-c2ccccc2)oc2ccc(O)cc12	22	17	22	0.8	4	3.6	6	-5	-7
Cc1ccc(Cl)cc1NC(=O)C[n+]1ccc(Cc2ccc([N+](=O)[O-])cc2)cc1	-17	-2	5	-1.0	3	-1.6	2	10	7
O=C(O)c1cccc(-c2nnn(Cc3ccccc3)n2)c1	7	3	16	-0.7	5	0.1	22	-2	43
CC1(c2nnc(-c3ccccc3)o2)CC(c2cccnc2)=NO1 (stereo not given)	8	-2	8	0.5	·	-0.2	14	-5	4
CC12CCC(C(=O)NCc3ccccc3)(OC1=O)C2(C)C (stereo not given)	18	4	-8	-0.5	-1	-0.1	11	-2	-30
Oc1c(N=NC(=S)Nc2ccccc2F)c2ccccc2n1Cc1ccc(F)cc1	9	3	5	-1.5	9	-0.7	5	1	-14
O=C(N/N=C/c1ccc(Br)s1)c1ccco1	5	7	6	-1.3	0	0.7	4	-96	-11
COc1cccc(CNC(=O)CCC2CCCN(C(=O)c3ccoc3C)C2)c1 (stereo not given)	1	-1	8	1.0	0	-0.8	5	-7	10
O=C(CN1CCCCCC1)N/N=C/c1ccc(Cl)c(Cl)c1	13	32	14	2.9	-1	-0.5	12	3	-2
CC1CCc2c(sc(N)c2C(N)=O)C1 (stereo not given)	-6	-5	14	-1.6	0	-0.1	2	-7	41
O=C(O)c1c(N2CCCCC2)ccc([N+](=O)[O-])c1N1CCCCC1	3	2	9	-0.3	-3	-0.2	9	3	-3
CN1CCCNc2nc3ccccc3nc21	13	-4	3	1.6	2	0.2	9	-26	-5
NS(=O)(=O)c1ccc(CCNC(=O)c2ccc3nc4ccc(Cl)cc4c(=O)n3c2)cc1	4	-12	-2	-3.8	-1	0.5	12	-3	17
Cc1ccc(S(=O)(=O)c2ccc(NN)cc2)cc1	8	-6	10	2.2	-2	-0.1	7	0	61
CN1CCN(c2nc(Nc3ccc(O)cc3)nc3ccccc23)CC1	15	-8	3	4.0	0	9.9	6	-7	-8
COC(=O)c1cc2c(=O)n3ccccc3nc2n(C(C)C)c1=N	·	·	·	-1.2	4	0.2	·	-5	·
COc1ccc(S(=O)(=O)Nc2nnc(Cc3ccc(OC)c(OC)c3)s2)cc1	·	-6	2	0.1	0	-0.6	3	-1	-14
CCC(=O)N(Cc1ccco1)C1CC(=O)N(c2ccccc2)C1=O (stereo not given)	7	8	11	0.3	-2	2.0	4	3	0
Cc1ccc(C2CC(c3ccccc3Cl)n3nc(N)nc3N2)cc1 (stereo not given)	8	-8	2	-0.7	-3	0.0	8	3	1
O=C1c2ccccc2C(Nc2ccccc2)N1c1ccc(Cl)cn1 (stereo not given)	0	6	14	-0.4	2	-0.6	7	-1	64
CCOC(=O)c1c(NC(C)=O)sc2c(OCC(O)CN(CC)CC)c(Br)ccc12 (stereo not given)	38	-6	0	-15	-1	6.7	4	14	-19
N#CCSc1nc2ccc(N3CCOCC3)cc2c(=O)n1CCc1ccccc1	41	-2	3	-0.2	0	0.3	8	-18	17
COc1ccc(CN(CCN2CCOCC2)C(=O)c2c(F)cccc2F)cc1OC	4	7	20	0.1	1	-0.2	8	-6	1
(further entries)
SMILES	PPC-1+TRAIL kill	FXIa inh	FXIIa inh	TNF necrop inh	Wee1 degr inh	zVAD death inh	EP2 antag	Tb hexokinase	CHOP inhibitor
Cn1c(CCN2CCN(c3ccccc3)CC2)nc2cc(NC(=O)c3ccco3)ccc21	-4	4	18	-0.6	-1	0.4	·	-8	-17
Cc1ccc(C2=NN(S(C)(=O)=O)C(c3cccs3)C2)cc1 (stereo not given)	13	8	15	-4.5	11*	-0.2	18	-1	29
Cc1c(C(=O)NCCC2=CCCCC2)oc2ccc(S(=O)(=O)N3CCOCC3)cc12	18	-5	7	-7.8	4	1.9	18	-15	6
C/C(=C\C(=O)c1cccnc1)Nc1ccc(C)c(C)c1	5	4	17	0.4	-4	2.1	6	-31	7
COCCNC(=O)/C(C#N)=C/c1ccc(OCc2ccccc2)cc1	-3	2	9	0.0	1	0.9	12	-29	-16
O=C(NCC1CCCO1)/C(=C/c1ccccc1)NC(=O)c1ccccc1 (stereo not given)	16	-4	5	0.7	1	0.7	6	7	9
C/C(=C1/SC(=S)N(CCC(=O)O)C1=O)c1ccc(O)cc1	17	27	20	-0.8	-1	0.1	5	-18	-15
c1ccc(CSc2nnnn2-c2ccc3c(c2)OCCO3)nc1	-8	2	-1	-2.1	-5	-0.1	8&10	4	-1
O=C(/C=C/c1ccccc1Cl)NC1CCS(=O)(=O)C1 (stereo not given)	0	-4	4	1.2	1	2.8	10	-1	17
O=c1oc2c(-c3ccc([N+](=O)[O-])cc3)cc(O)cc2s1	5	-4	4	-6.0	1	0.6	9	-5	13
S=C(NCCC1=CCCCC1)Nc1ccccc1	18	2	12	-6.1	-3	-0.4	13	-2	21
COc1cc(NS(=O)(=O)c2ccc(NC(=O)CSC3=NCCS3)cc2)nc(OC)n1	11	-9	-1	1.6	-1	-0.2	·	2	8
Cn1cccc1/C=N/NC(=O)c1ccc(OC(F)(F)C(F)F)cc1	4	5	8	0.3	3	1.1	5	-37	-39
COC(=O)c1c(Cc2ccccc2Cl)c[nH]c1C	0	3	3	0.0	-1	·	3	3	30
CCn1c(=S)[nH]c2sc3c(c2c1=O)CCCCC3	14	2	10	-0.8	2	0.2	16	-19	-25
CC1C(O)=C(c2nc3ccccc3[nH]2)C(=N)N1c1ccccc1 (stereo not given)	13	7	18	-5.4	4	4.0	5	5	10
CC(C)N(C(=O)CSc1nc(COc2ccccc2)nc2ccccc12)C(C)C	-4	16	-2	0.8	1	-0.6	7&5	1	-36
CCOC(=O)c1cnc(-n2nc(C)cc2C)nc1N(CC)CC	5	2	9	1.9	0	3.5	9	-2	-66
COc1ccc2nc3cc(Cl)ccc3c(Nc3cc(C(C)C)c(O)cc3C)c2c1	15	-1	3	-11	-3	2.0	9	0	10
CCOc1ccc(S(=O)(=O)Nc2cc(OC)ccc2OC)cc1	15	-7	-1	-10	0	-1.1	9	-3	·
CCC(C(=O)N1CCN(c2ccccn2)CC1)n1nc(C)n2c(cc3occc32)c1=O (stereo not given)	2	0	8	1.1	-2	-0.2	7	1	13
CCN1CCN(c2nc(Nc3ccccc3)nc(N)c2[N+](=O)[O-])CC1	3	5	8	2.9	0	-0.1	5	-25	-4
Clc1ccc(-c2nnc(SCc3cn4ccsc4n3)n2CC2CCCO2)cc1 (stereo not given)	3	4	9	-1.8	5	0.0	16	4	4
COc1cc2c(cc1NC(=O)CN1CCN(S(=O)(=O)c3ccccc3F)CC1)oc1ccccc12	18	-1	9	-1.1	-1	0.9	6	-30	-26
CCS(=O)(=O)N1Cc2ccccc2CC1C(=O)Nc1ccccc1OC (stereo not given)	14	1	17	0.0	0	-0.8	5	3	11
O=C(COC(=O)C12CC3CC(CC(C3)C1)C2)Nc1ccc([N+](=O)[O-])cc1Br	19	7	15	0.9	-1	·	11	-4	6
CCN(CC)/C(=N/S(=O)(=O)c1ccc(C)cc1)c1ccccc1	-8	3	17	0.4	10.0*	0.3	9	5	32

Not all compounds are listed; rates above refer to the full screens.
